# High-throughput results deposited in PubChem BioAssay by Sanford-Burnham Center for Chemical Genomics.
# SENP1 FRET inh: SENP1 (human) catalytic domain inhibition. Q9P0U3. recombinant SENP1 catalytic domain, CyPet-SUMO1-YPet FRET cleavage. inhibition, % at 10 µM. 0.21% of 360,000 active;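 active = inhibition at least 30% at 10 µM, raw YFP signal under a set limit, fluorescence ratio 0.5 to 1.5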;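 note: 0% = enzyme with DMSO and 100% = no enzyme wells; some results filed as inactive read as strong as hits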
# Target sequence (Q9P0U3 419-644 limits assumed): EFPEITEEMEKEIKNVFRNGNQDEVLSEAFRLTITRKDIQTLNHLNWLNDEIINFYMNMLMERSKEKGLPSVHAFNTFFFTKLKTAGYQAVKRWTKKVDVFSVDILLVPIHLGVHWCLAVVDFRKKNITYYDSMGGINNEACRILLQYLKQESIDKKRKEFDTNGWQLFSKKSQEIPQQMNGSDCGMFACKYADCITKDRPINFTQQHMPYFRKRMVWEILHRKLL
#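 System: Recombinant human SENP1 catalytic domain, His6-tagged | Incubation: Enzyme reaction for 50 min at room temperature, dark | Medium: Tris pH 8 with BME, BSA, NP40 and catalase | Also added: 25 nM SUMO1 FRET substrate | Compound: 10 µM single point, 0.5% DMSO | Measured by: FRET fluorescence in CFP and YFP emission channels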
# NLRP3 yeast inh: NALP3 inhibition in yeast | Yeast reconstituted NLRP3/ASC/caspase-1, beta-gal luminescence, 24 h | AID 2825 | 0.39% of 330,000 active | inhibition, % at 10 µM;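 active = inhibition of 50% or more; inactive = inhibition below 50%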;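 note: plate controls were induced DMSO wells for no effect and uninduced yeast grown without galactose for full effect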
# SENP7 block: blocks the human protease SENP7 | Q9BQF6 | 1.5% of 330,000 active | recombinant SENP7, Z-RLRGG-aminoluciferin luminescence, 40 min | inhibition, % at 5 µM | AID 434973;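 active = inhibition above about 50% at the single test dose, limit read from the data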;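 note: plate controls were DMSO with enzyme for no effect and no enzyme buffer wells for full effect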
# Target sequence (Q9BQF6 706-1050 limits assumed): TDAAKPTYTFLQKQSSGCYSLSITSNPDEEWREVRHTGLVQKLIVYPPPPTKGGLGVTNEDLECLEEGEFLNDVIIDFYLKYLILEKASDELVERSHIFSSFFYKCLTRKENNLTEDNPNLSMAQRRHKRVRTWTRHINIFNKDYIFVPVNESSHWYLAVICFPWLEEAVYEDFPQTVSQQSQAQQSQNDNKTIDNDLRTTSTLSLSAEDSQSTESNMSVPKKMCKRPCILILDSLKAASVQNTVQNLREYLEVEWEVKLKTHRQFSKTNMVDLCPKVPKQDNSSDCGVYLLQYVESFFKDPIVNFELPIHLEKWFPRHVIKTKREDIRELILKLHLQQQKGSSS
# SENP8 block-1: SENP8 (human) protease inhibition; Q96LD8; AID 602440; inhibition, % at 20 µM; recombinant SENP8, Nedd8 substrate fluorescence; 0.64% of 360,000 active; in the data active = inhibition mostly above about 40%, no sharp cut-off; inactive = mostly below about 27%
# Target sequence (Q96LD8 whole entry, looked up): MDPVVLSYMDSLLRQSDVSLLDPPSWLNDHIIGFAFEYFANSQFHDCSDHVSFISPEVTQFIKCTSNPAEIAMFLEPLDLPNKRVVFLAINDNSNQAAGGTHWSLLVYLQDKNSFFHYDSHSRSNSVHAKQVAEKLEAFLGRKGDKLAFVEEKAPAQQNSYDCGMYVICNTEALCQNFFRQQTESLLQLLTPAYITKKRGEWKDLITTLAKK
# SENP6 block: blocks the human protease SENP6; Recombinant SENP6 catalytic domain, aminoluciferin luminescence; AID 2599; Q9GZR1; inhibition, % at 10 µM; 1.8% of 330,000 active;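 active = inhibition above about 50% at the single tested dose, limit read from the data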;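 note: plate controls were DMSO wells with enzyme for no effect and DMSO wells lacking enzyme for full effect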
# HKDC1 inhibitor: blocks human hexokinase HKDC1 activity; recombinant HKDC1, G6PDH/diaphorase resazurin coupled fluorescence; inhibition, % at 20 µM; 0.16% of 340,000 active; AID 493160;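 active = inhibition above about 35% when tested at 20 µM, limit read from the data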;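 note: plate controls were DMSO wells with enzyme for no effect and DMSO wells lacking enzyme for full effect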
#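 Test system: HK5 enzyme. Quantity: 5 µg/mL HK5 final. Reagent: glucose and ATP substrates. Schedule: 90 min reaction incubation at room temperature, dark. Technique: resazurin-to-resorufin fluorescence via G6PDH and diaphorase coupling, 525/613 nm. Control set: DMSO wells with and without enzyme mix.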
# PfGluPho inh: PfG6PD (Plasmodium falciparum) enzyme inhibition; PfGluPho enzyme, NADPH resazurin-diaphorase fluorescence; inhibition, % at 20 µM; 0.78% of 350,000 active; AID 504690;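 active = inhibition reaching at least a set limit at 20 µM in the primary screen, cut at about 59% in these data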;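 note: 0% = DMSO wells with substrate and 100% = DMSO wells lacking glucose-6-phosphate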
# Apaf1 inhib: inhibitors of human Apaf-1 apoptosome | O14727 | reconstituted apoptosome caspase-3 activity, DEVD-Rh110 fluorescence | inhibition, % at 20 µM | 0.71% of 330,000 active; active = inhibition of at least 40% at 20 µM;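 note: plate controls were DMSO wells for no effect and DEVD-CHO caspase inhibitor wells for full effect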
#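 Material: reconstituted apoptosome with Apaf-1, cytochrome c, caspase-9, procaspase-3, dATP; medium: pH 7.5 Hepes buffer with CHAPS, BSA, DTT; also added: cytochrome c and DEVD-Rh110 substrate; timing: 30 min plus 50 min, RT; signal: Rh110 fluorescence intensity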
# SENP8 block-2: SENP8 protease inhibition; AID 2540; purified SENP8, Z-RLRGG-aminoluciferin cleavage, luminescence; 1.2% of 330,000 active; inhibition, % at 10 µM; in the data active = inhibition above about 50%
# * marks the source's active call; other numbers are inactive results; nt = not tested or not shown.
SMILES,SENP1 FRET inh,NLRP3 yeast inh,SENP7 block,SENP8 block-1,SENP6 block,HKDC1 inhibitor,PfGluPho inh,Apaf1 inhib,SENP8 block-2
COc1ccc(-c2csc(NC(=O)c3ccc(S(=O)(=O)N4CCc5ccccc5C4)cc3)n2)c(OC)c1,1,8,7,-9,-14,-7,-24,-6,4
COc1cc(C(=O)Nc2ccc(NC(=O)c3ccccc3)nc2)cc(OC)c1OC,-2,13,-8,-4,0,-4,7,8,-7
Cc1nn(-c2ncc(C(F)(F)F)cc2Cl)c(=O)n1-c1c(F)cccc1F,0,16,10,9,1,14,16,10,0
Cc1ccc(S(=O)(=O)N2CCOCC2)cc1NC(=O)CNCc1ccccc1Cl,0,19,8,26,7,1,0,8,3
CCOC(=O)c1ccccc1N/C=C/C(=O)c1ccccc1,-55,27,31,-310,50*,2,45,14,8
COc1ccc(/C=C/C(=O)NC(=S)NNC(=O)c2cccs2)cc1OC,0,8,-5,-54,-20,-24,-7,-4,-1
CCOc1ccc(N(C(=O)CNC(=O)c2ccco2)C(C(=O)NC2CCCC2)c2ccncc2)cc1 (stereo not given),2,5,-4,13,-26,-6,-10,6,-8
CCOc1ccc2c(c1)c(N=NC(=N)N)c(O)n2C,4,11,-11,15,-18,-10,20,-2,-11
CC(C)C[C@@H](CN)NC(=O)c1nc[nH]c1C(=O)N[C@@H](C)C(=O)CNC[C@H](C)NC(=O)c1nc[nH]c1C(=O)N[C@@H](CC(C)C)C(=O)O,0,nt,nt,0,nt,1,-12,nt,nt
C[C@@H]1CCCCCCCCC(=O)OCCN1C(=O)OC(C)(C)C,-1,19,2,12,-1,3,5,1,3
COc1cccc(CC2(CO)CCCN(CC3=Cc4cc(Cl)ccc4OC3)C2)c1 (stereo not given),-10,8,10,4,16,-8,10,25,0
Cc1ccc(-n2nc3c(=O)n(C(C)C(=O)NCCCc4ccccc4)nc(C)c3c2C)cc1 (stereo not given),1,12,-7,2,-38,-2,-12,7,-8
O=C1NC(=O)C2(CCCC2)N1,1,nt,nt,-6,nt,-8,0,nt,nt
COc1cccc(C(=O)NC(=S)Nc2ccc3[nH]c(=O)[nH]c3c2)c1,1,-2,4,10,-2,-6,5,3,2
CN(C)CCCNc1cc(C(C)(C)C)nc2c(-c3ccc(Cl)cc3)cnn12,1,5,4,-492,-42,2,24,58*,-22
Cc1sc2ncn(CC(=O)NCCCC(=O)N3CCN(c4ccccc4F)CC3)c(=O)c2c1C,2,4,3,3,-2,-5,14,10,1
CC1=CC(C)(C)NC(=S)N1c1cc(C)cc(C)c1,3,-8,6,14,9,4,63*,-9,0
CC(OC(=O)c1ccncc1)C(=O)Nc1cccc(Cl)c1 (stereo not given),-4,34,-6,11,-3,-10,-12,-1,-4
O=C(/C=C/c1ccco1)N1CCc2ccccc21,-2,17,91*,13,93*,15,10,14,91*
CC(C)c1ccc(N(CC(=O)NCCc2ccccc2)C(=O)c2csnn2)cc1,2,20,3,-5,-7,3,-4,11,-5
COc1cccc(NC(=O)[C@@H](NC(=O)N2CCn3c2nc2ccccc23)C(C)C)c1,1,16,6,13,12,2,2,17,3
O=C(Nc1cccnc1)c1sc(Nc2ccccc2F)nc1-c1ccccc1,0,5,1,-442,-14,-6,-16,12,-10
CN1C(=O)C(=O)/C(=C(/O)c2ccc(Br)cc2)C1c1ccc(F)cc1 (stereo not given),-1,7,8,-25,-19,4,-4,12,5
NC(N)=N/N=C/c1ccc(Cl)c(Cl)c1,2,10,-1,26,-8,0,0,-4,1

# Limited to PfGluPho inh and Apaf1 inhib (5 entries from above):
smiles	PfGluPho inh	Apaf1 inhib
CC1=CC(C)(C)NC(=S)N1c1cc(C)cc(C)c1	63*	-9
CC(OC(=O)c1ccncc1)C(=O)Nc1cccc(Cl)c1 (stereo not given)	-12	-1
O=C(/C=C/c1ccco1)N1CCc2ccccc21	10	14
CC(C)c1ccc(N(CC(=O)NCCc2ccccc2)C(=O)c2csnn2)cc1	-4	11
COc1cccc(NC(=O)[C@@H](NC(=O)N2CCn3c2nc2ccccc23)C(C)C)c1	2	17

# (list continues)
SMILES,SENP1 FRET inh,NLRP3 yeast inh,SENP7 block,SENP8 block-1,SENP6 block,HKDC1 inhibitor,PfGluPho inh,Apaf1 inhib,SENP8 block-2
Cc1cc(=O)c(C(=O)O)cn1Nc1ccc(F)cc1,-1,-10,-3,14,1,-5,4,0,1
Cc1cccn2c(=O)c3cc(C#N)c(=NC(=O)c4cccs4)n(CC(C)C)c3nc12,-33,28,2,-420,-8,-3,-4,17,-5
Cc1ccc(S(=O)(=O)N2CCN(C(=O)COC(=O)CCCOc3ccccc3)CC2)c(C)c1,1,11,9,10,-9,4,3,7,-1
O=C(CCNS(=O)(=O)c1cccc2nonc12)NCc1cccs1,2,-7,-1,2,-2,-3,5,5,-6
CCCCC(c1nnnn1C1CCCC1)N1CCN(C2CCCCC2)CC1 (stereo not given),1,17,-5,18,-14,-4,-8,0,1
C=CCn1c(N2CCCCCC2)nc2c1c(=O)[nH]c(=O)n2C,1,9,2,7,1,9,-9,-1,4
COc1ccccc1N1CCN(C(=O)C2CCCN(c3ncnc4c3nc3n4CCCCC3)C2)CC1 (stereo not given),-2,12,9,16,2,9,-8,16,8
Cc1oc(-c2ccc(Cl)cc2)cc1C(=O)/C(C#N)=C/Nc1ccccc1,-21,8,1,-57,25,-2,1,4,17
CN1CCN(NC(=O)c2cn(-c3ccccc3)nc2-c2cccc(Br)c2)CC1,0,37,3,2,6,-8,12,15,2
O=C(NCCNc1ccc([N+](=O)[O-])cc1)c1cc(F)c(F)cc1Cl,-4,6,-5,36,-13,0,0,-1,2
CCCCn1c(N)c(N(CCOC)C(=O)c2ccc(-c3ccccc3)cc2)c(=O)[nH]c1=O,-7,12,1,-20,-7,-4,-4,9,5
O=C(CNC(=O)c1ccc(-c2ccccc2)cc1)OCc1c(F)cccc1Cl,2,7,-1,1,-7,-12,-11,-9,5

# Of the compounds above, three contain a furan ring, fused or not.
SMILES,SENP1 FRET inh,NLRP3 yeast inh,SENP7 block,SENP8 block-1,SENP6 block,HKDC1 inhibitor,PfGluPho inh,Apaf1 inhib,SENP8 block-2
CCOc1ccc(N(C(=O)CNC(=O)c2ccco2)C(C(=O)NC2CCCC2)c2ccncc2)cc1 (stereo not given),2,5,-4,13,-26,-6,-10,6,-8
O=C(/C=C/c1ccco1)N1CCc2ccccc21,-2,17,91*,13,93*,15,10,14,91*
Cc1oc(-c2ccc(Cl)cc2)cc1C(=O)/C(C#N)=C/Nc1ccccc1,-21,8,1,-57,25,-2,1,4,17

# (continued)
SMILES,SENP1 FRET inh,NLRP3 yeast inh,SENP7 block,SENP8 block-1,SENP6 block,HKDC1 inhibitor,PfGluPho inh,Apaf1 inhib,SENP8 block-2
C=CCn1c(=O)c2c3c(sc2n2c(Nc4ccc(C(=O)OCC)cc4)nnc12)CCCC3,-1,9,1,7,6,2,-13,6,-2
Cc1nnc(NC(=O)c2ccc3c(c2)C(=O)N(CCC(C)C)C3=O)s1,2,2,-2,13,-14,-9,-25,-14,-3
CCOC(=O)C1C(=O)OC(C)(C)C1C(C)C(=O)c1ccccc1 (stereo not given),3,3,-2,13,-1,0,9,1,0
CCOC(=O)COn1c(SCC(=O)OCC)nc2ccccc2c1=O,2,-1,9,30,18,-5,-10,-3,1
CCC1CCc2c(c3ccccc3[nH]c2=O)O1 (stereo not given),1,19,6,6,-1,1,-9,5,4
CN(CC(=O)Nc1ccc(N2CCOCC2)cc1)C(=O)CC(c1ccccc1)c1ccccc1,0,8,-5,19,-21,2,-5,1,-4
Cc1cc(C)cc(CSCC(=O)NN=C2CCCCCC2)c1,1,5,-3,9,-8,-8,12,14,-9
Cc1c(OCC(=O)NCc2ccncc2)ccc2c3c(c(=O)oc12)CCCC3,-1,-1,11,-118,5,-14,-17,5,-8
Cn1c(=O)c2[nH]c(N=NNc3ccccc3F)nc2n(C)c1=O,2,21,8,-12,-9,1,-4,-9,0
CN1CCN(c2ccc(Cl)cc2NC(=O)/C=C/c2ccc(F)cc2)CC1,-1,29,-8,8,-10,-4,21,11,-15
COCCCn1c(SCC(=O)NC(C)(C)C)nnc1-c1ccccc1,4,11,-4,6,3,-8,0,2,2
CCC(C)Sc1ccc([C@@H]2[C@H]3C(=O)N(CC)C(=O)[C@H]3[C@]3(C(=O)OC)CCCN23)cc1OC (stereo not given in full),-7,-13,-6,-426,-11,-2,7,13,-4
Cc1ccc(CN2CCN(c3ccccc3)CC2)o1,-4,16,-5,8,12,-3,-8,-14,3
O=C(OCC(=O)N1CCCCCC1)c1ccc(Br)c(S(=O)(=O)N2CCOCC2)c1,2,-5,-5,4,-7,-4,6,-3,1
CN=C1C=C/C(=N/N=c2\ccn(O)cc2C)C=C1C,-1,58*,8,25,20,2,3,13,5
O=C(Cn1c(=O)cnc2ccccc21)NNC(=O)c1ccc(Cl)cc1,2,-1,-2,20,5,-1,1,5,8
COCC(C)NC(=O)c1cc(-c2ccc(O)cc2)on1 (stereo not given),1,13,7,4,-8,2,-5,12,5
COc1ccc(OCC(=O)N2CCc3ccccc3C2)cc1,1,33,5,18,-9,-3,10,-1,-13
Cc1ccc(C(=O)N(c2ccccc2)C2CC(C)N(C(=O)c3ccco3)c3ccccc32)cc1 (stereo not given),-3,4,-2,21,-12,1,14,9,-1
